# IDE cell inh = inhibits human insulin-degrading enzyme in HEK cells; inhibition, % at 5.59 µM; actives 0.41% (n = 320,000); FAbetaB cleavage, fluorescence polarization;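 active = percent inhibition above the average of all tested compounds plus 3 SD, set per screening campaign, cut at about 16% in these data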;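 also: IDE supplied by intact live HEK cells; FP after avidin binding of uncleaved biotin substrate so inhibition keeps polarization high; 0% = DMSO wells and 100% = 60 µM reference IDE inhibitor Ii1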
# PHOSPHO1 block = inhibitors of human PHOSPHO1 phosphatase; Q8TCT1; recombinant PHOSPHO1, absorbance phosphatase assay; inhibition, % at 13.3 µM; actives 1.1% (n = 290,000); AID 1565; in the data active = inhibition above about 60%
# CRFR2-BP antag = blocks CRF-induced signaling of the CRF-BP/CRF-R2 complex. HEK293 CRF-R2/CRF-BP, CRF-induced calcium fluorescence. inhibition, % at 11.8 µM. actives 0.59% (n = 350,000). AID 588475;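 active = inhibition of the ligand-induced calcium signal above about 50% at the single tested concentration, limit read from the data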
# M4 PAM = potentiates acetylcholine response at human M4 receptor. CHO-K1 hM4/Gqi5, Fluo-8 calcium fluorescence, ACh EC20; 0% = ACh EC20, 100% = maximal ACh. P08173. activation, % at 3 µM. actives 0.4% (n = 360,000);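 active = activation above its plate's cutoff, the mean activation of sample wells plus 3 SD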; also: some results filed as inactive read as strong as hits
# pCIP destab = lowers stability of the mouse p/CIP coactivator protein; F442A p/CIP-EGFP cells, EGFP fluorescence, 16 h; AID 1984; actives 0.01% (n = 290,000); decrease of EGFP signal, % at 10 µM; Q05BA5;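 active = EGFP signal decrease of at least 30% at 10 µM or well 3 SD below plate mean, unless failing retest; inactive = the rest, including hits failing retest or dose response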; also: some compounds called inactive have numbers as strong as hits; many of its hits are not listed in these tables
# CRFR2-BP ag = CRF-BP/CRF-R2 complex agonism; HEK293 CRF-R2/CRF-BP, calcium dye fluorescence (FLIPR); percent of saturating CRF peptide response; activation, % at 13.2 µM; actives 0.46% (n = 350,000); AID 588473;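 active = activation of at least 50%, plus an integration ratio under a set limit after plate pattern correction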;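 also: plate controls were neutral control wells without compound for no effect and CRF at EC100 for full effect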
# GalR3 antag = antagonists of human GalR3; actives 0.44% (n = 360,000); AID 651719; O60755; inhibition, % at 3 µM; HEK293 GalR3-CNG cAMP membrane potential fluorescence; galR3 body fused to GalR1 C-terminus;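 active = inhibition above the screen-wide average plus 3 SD, cut at about 13% in these data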;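 also: forskolin and galanin both at EC90 stimulate the cells; cAMP rise reported by CNG channel membrane potential dye signal; 0% = forskolin plus galanin with DMSO and 100% = forskolin alone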
# Target sequence (O60755 1-299 limits assumed): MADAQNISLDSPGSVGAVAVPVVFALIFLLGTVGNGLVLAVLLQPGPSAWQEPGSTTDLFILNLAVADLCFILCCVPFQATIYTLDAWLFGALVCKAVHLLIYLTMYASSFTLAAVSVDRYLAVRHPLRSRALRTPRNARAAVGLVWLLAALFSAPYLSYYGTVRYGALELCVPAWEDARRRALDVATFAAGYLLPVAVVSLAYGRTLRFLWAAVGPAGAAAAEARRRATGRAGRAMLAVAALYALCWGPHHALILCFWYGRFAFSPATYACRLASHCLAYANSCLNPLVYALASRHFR
# MEKK3 PB1 HTS = raises or lowers MEK5 binding to the human MEKK3 PB1 domain | Q99759 | actives 1.4% (n = 290,000) | bead-based flow cytometry, Alexa488-MEK5 binding to MEKK3; actives lie on both sides; 0 = blocked by unlabeled MEK5, 100 = vehicle | binding response (% of control), % at 10 µM;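 active = binding response more than 3 SD above or below the average of its plate-row segment, actives on both sides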;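 also: Alexa488 bead fluorescence after subtracting the streptavidin-only scavenger bead signal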
# Target sequence (Q99759 whole entry, looked up, the tested form may be a part): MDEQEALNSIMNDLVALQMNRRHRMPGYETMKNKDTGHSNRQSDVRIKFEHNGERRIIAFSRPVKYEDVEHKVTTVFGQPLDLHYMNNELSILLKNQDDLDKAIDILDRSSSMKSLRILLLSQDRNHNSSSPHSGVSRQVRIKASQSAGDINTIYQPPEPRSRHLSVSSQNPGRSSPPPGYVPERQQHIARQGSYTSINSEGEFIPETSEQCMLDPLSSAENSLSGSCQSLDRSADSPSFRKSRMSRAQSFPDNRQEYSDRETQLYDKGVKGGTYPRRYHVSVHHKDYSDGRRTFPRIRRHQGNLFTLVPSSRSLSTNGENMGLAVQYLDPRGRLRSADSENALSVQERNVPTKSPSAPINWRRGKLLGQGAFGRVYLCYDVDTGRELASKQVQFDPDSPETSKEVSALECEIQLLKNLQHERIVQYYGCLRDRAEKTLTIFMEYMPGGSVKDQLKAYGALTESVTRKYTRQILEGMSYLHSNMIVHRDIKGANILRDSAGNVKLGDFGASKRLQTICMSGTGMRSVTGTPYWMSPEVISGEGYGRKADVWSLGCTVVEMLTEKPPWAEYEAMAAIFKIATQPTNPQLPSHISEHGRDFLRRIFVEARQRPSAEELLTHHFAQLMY
# IDE act = IDE (human) activation, cell-based; activation, % at 5.96 µM; P14735; HEK cells, FAbeta-B cleavage, fluorescence polarization; 0% vehicle, 100% cell-free pure enzyme wells; actives 0.073% (n = 340,000);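 active = activation above the mean of all tested compounds plus 3 SD, set per screening campaign, cut at about 17% in these data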
# Numbers without * were called inactive; · = no result given; & = joins results of further samples.
SMILES,IDE cell inh,PHOSPHO1 block,CRFR2-BP antag,M4 PAM,pCIP destab,CRFR2-BP ag,GalR3 antag,MEKK3 PB1 HTS,IDE act
Cc1c(C(=O)Nc2ccc(S(=O)(=O)N(C)C3CCN(C)CC3)cc2)oc2c(Cl)cccc12,-10,·,-10,1,·,4.8,0,·,4
Nc1ncc(-c2ccc([N+](=O)[O-])cc2)cn1,11,0,4,7,4,0.3,-1,93,7
Cc1ccsc1C(=O)N/N=C/c1ccc2c(c1)OCO2,3,-2,6,2,3,-2.5,-3,100,4
Cc1ccc(C)c(-c2nc3ccc(N)cc3[nH]2)c1,11,19,6,-2,-11,0.5,-2,108,-1
O=S(=O)(Nc1cc(S(=O)(=O)N2CCOCC2)ccc1O)c1ccc2c(c1)OCCCO2,4,·,-3,12,·,-0.5,-10,·,1
COC1(C2=NCCN2)COc2ccccc2O1 (configuration not stated),-3,·,2,-1,·,0.6,-1,·,5
C/C(=N\NC(=S)Nc1cccc(C)c1)c1ccccc1,-1,-79,1,-1,13,0.9,0,102,-1
Cn1c2ccccc2n2c(=O)c(Cl)c(-c3ccccc3)c(C#N)c12,1,-14,16,-9,-4,9.2,7,100,1
O=C(NCc1ccncc1)NC1CCCCC1,3,30,7,-4,-11,2.8,-4,97,5
O=C(COC(=O)/C=C/c1ccc([N+](=O)[O-])cc1)NC(=O)NC1CCCCC1,2,·,0,4,·,-0.9,-2,·,2
O=C(Cn1cc(COc2ccc(Br)cc2)nn1)c1ccc(O)cc1,·,·,-40,1,·,4.4,-6,·,0
COc1ccc(-c2cc(-c3ccccc3)nc(Cl)n2)cc1OC,-1,14,1,-11,-1,-0.1,-8,105,7
CC(CCNC(=O)c1ccccc1)(CCNC(=O)c1ccccc1)[N+](=O)[O-],·,·,16,3,·,-0.5,-1,·,6
c1ccc(CSc2nnc([C@@H]3CCCN3)o2)cc1,-2,20,-3,9,10,1.8,-4,104,-2
O=C(O)CC/C(=N/NC(=O)CNC(=O)Cc1ccccc1)c1ccccc1,5,12,1,-3,-19,-0.9,-6,90,3
CN(C)c1ccc(N2C(=NC(=O)CCc3ccccc3)SC3CS(=O)(=O)CC32)cc1 (configuration not stated),4,-9,5,11,20,-1.1,-6,103,3
CCc1cc(C(=O)Nc2cc(S(=O)(=O)N3CCOCC3)ccc2N2CCN(CC)CC2)sc1C,·,·,-11,-1,·,0.3,-1,·,2
CC1CN(C(=O)N[C@@H](Cc2ccccc2)C(=O)O)CC(C)O1 (some centres not stated),3,16,-19,7,-4,0.0,-2,98,0
CCC(=O)Nc1nnc(S(=O)(=O)N(CC)c2cc(C)cc(C)c2)s1,·,-15,-11,1,-6,-0.5,-8,100,-1
CN(C)c1ccc(NC(=O)COC(=O)c2cc(=O)c3ccccc3o2)cc1,5,-7,-11,-7,-4,-0.6,1,97,-1
Cc1ccc2c(c1)C(c1ccc(O)cc1)(c1ccc(O)cc1)C(=O)N2C,2,42,-18,8,7,-1.2,-5,102,7
NCCCCCc1nnc(SCC(=O)Nc2cccc(Cl)c2)o1,-2,16,8,4,-1,-0.6,-6,103,7
CCCc1nc2ccccc2n1CCOC,3,24,4,-3,3,0.8,0,112,4
O=C(O)c1ccc(NC(=O)c2ccc3c(c2)C(=O)N(CC2CCCO2)C3=O)cc1 (configuration not stated),0,40,3,-2,9,1.0,-9,104,-2
CCOC(=O)c1cc([N+](=O)[O-])sc1NC(=O)c1ccc(S(=O)(=O)N2CC3(C)CC2CC(C)(C)C3)cc1 (configuration not stated),3,-3,-129,4,-8,152*,2,123,4
COc1ccc(/C=C/C(=O)NCC(=O)N/N=C(\C)Cc2ccccc2)cc1,9,12,3,12,-2,0.6,3,102,6
CCC(C)(C)C1CCc2[nH]nc(C(=O)N/N=C(\C)c3ccco3)c2C1 (configuration not stated),3,25,-2,0,-9,0.8,-1,108,-2
Cn1cc(S(=O)(=O)N2CCN(c3ccccc3)CC2)c(=O)n(C)c1=O,5,18,-11,8,-4,-5.5,·,116,-7
FC(c1nc2ccccc2[nH]1)C(F)(F)F (configuration not stated),-2,25,4,2,-1,-5.3,-4,105,5
Cc1cc(C(=O)NCCN2C(=O)S/C(=C\c3cccs3)C2=O)ccc1[N+](=O)[O-],9,10,2,5,-17,1.7,-5,115,1
CCOc1ccccc1-c1n[nH]c(=S)o1,0,100*,8,5,7,0.9,-7,106,0
Cc1[nH]c2ccc(C(=O)NCCN3CCOCC3)cc2c1C,3,26,-4,6,-4,-0.8,-8,99,-1
COc1ccc2c(c1OC)C(=O)N(c1ccc(F)cc1)C2,2,28,-7,0,4,-0.6,-10,102,6
CCN(C[C@H]1N[C@@](CC)(C(=O)OC)[C@H]2C(=O)N(Cc3ccccc3)C(=O)[C@@H]12)C(=O)Nc1ccc(OC)cc1,10,·,-19,-2,·,-0.8,1,·,2
CCCc1ccc(NC(C)C(=O)Nc2ccc(S(=O)(=O)N3CCOCC3)cc2)cc1 (configuration not stated),·,·,-14,-4,·,-0.3,-7,·,4
Cc1ccc(NC(=S)N(CCN2CCOCC2)Cc2cc3cc4c(cc3[nH]c2=O)OCO4)cc1,4,31,14,-3,0,-0.1,3,102,0
O=C(Cc1ccc2c(c1)OCCO2)c1c(O)cc(O)cc1O,0,5,27,4,-13,0.5,-1,103,3
Cc1cccc(NC(=O)CCN2CCCC(C)C2)c1 (configuration not stated),1,45,-18,-1,1,0.7,-9,106,1
COCCn1c(=N)c(S(=O)(=O)c2ccc(Br)cc2)cc2c(=O)n3ccccc3nc21,2,-4,17,3,-2,3.3,-8,97,-3
O=C(CSc1ncnc2c1oc1ccccc12)c1cccs1,2,26,-3,12,6,3.8,3,·,4

# Ordered by SMILES length (lowest first): 13 of the compounds above
SMILES,IDE cell inh,PHOSPHO1 block,CRFR2-BP antag,M4 PAM,pCIP destab,CRFR2-BP ag,GalR3 antag,MEKK3 PB1 HTS,IDE act
CCCc1nc2ccccc2n1CCOC,3,24,4,-3,3,0.8,0,112,4
Cc1cccc(NC(=O)CCN2CCCC(C)C2)c1 (configuration not stated),1,45,-18,-1,1,0.7,-9,106,1
O=C(CSc1ncnc2c1oc1ccccc12)c1cccs1,2,26,-3,12,6,3.8,3,·,4
NCCCCCc1nnc(SCC(=O)Nc2cccc(Cl)c2)o1,-2,16,8,4,-1,-0.6,-6,103,7
COc1ccc2c(c1OC)C(=O)N(c1ccc(F)cc1)C2,2,28,-7,0,4,-0.6,-10,102,6
O=C(Cc1ccc2c(c1)OCCO2)c1c(O)cc(O)cc1O,0,5,27,4,-13,0.5,-1,103,3
Cc1ccc2c(c1)C(c1ccc(O)cc1)(c1ccc(O)cc1)C(=O)N2C,2,42,-18,8,7,-1.2,-5,102,7
CCCc1ccc(NC(C)C(=O)Nc2ccc(S(=O)(=O)N3CCOCC3)cc2)cc1 (configuration not stated),·,·,-14,-4,·,-0.3,-7,·,4
O=C(O)c1ccc(NC(=O)c2ccc3c(c2)C(=O)N(CC2CCCO2)C3=O)cc1 (configuration not stated),0,40,3,-2,9,1.0,-9,104,-2
COCCn1c(=N)c(S(=O)(=O)c2ccc(Br)cc2)cc2c(=O)n3ccccc3nc21,2,-4,17,3,-2,3.3,-8,97,-3
Cc1cc(C(=O)NCCN2C(=O)S/C(=C\c3cccs3)C2=O)ccc1[N+](=O)[O-],9,10,2,5,-17,1.7,-5,115,1
CCOC(=O)c1cc([N+](=O)[O-])sc1NC(=O)c1ccc(S(=O)(=O)N2CC3(C)CC2CC(C)(C)C3)cc1 (configuration not stated),3,-3,-129,4,-8,152*,2,123,4
CCN(C[C@H]1N[C@@](CC)(C(=O)OC)[C@H]2C(=O)N(Cc3ccccc3)C(=O)[C@@H]12)C(=O)Nc1ccc(OC)cc1,10,·,-19,-2,·,-0.8,1,·,2

# Following part.
SMILES,IDE cell inh,PHOSPHO1 block,CRFR2-BP antag,M4 PAM,pCIP destab,CRFR2-BP ag,GalR3 antag,MEKK3 PB1 HTS,IDE act
COc1ccc(C(=O)c2c3ccccc3[n+]([O-])n2CCCN)cc1,0,·,-8&3,0&0,·,-0.3&-2.1,-1&-3,·,2&4
COc1ccc2c(c1OC)C[N+]1([O-])CCc3cc4c(cc3C1C2)OCO4 (configuration not stated),6,18,2,4,0,-0.3,-1,88,-1
CCCc1cc(=O)[nH]c(SCc2cccc(C)c2)n1,6,7,-2,16,-4,-2.5,-5,100,-2
O=C(Nc1cc(-c2nc3ncccc3o2)ccc1Cl)c1ccco1,-3,8,1,2,5,-3.8,3,101,0
COc1cc(-c2noc(C3CCCN(S(=O)(=O)c4cccc(Cl)c4)C3)n2)cc(OC)c1OC (configuration not stated),-1,1,-3,-28,-5,0.8,-3,100,2
COc1ccc(NC(=O)c2cc(S(=O)(=O)Nc3ccc(OC)cc3)cs2)cc1,0,20,-11,-23,-5,1.2,-5,63,3
COc1ccccc1Cn1nnc2c(=O)[nH]c(C3CCN(C(=O)c4ccc(F)cc4)CC3)nc21,7,48,45,10,-2,-0.9,-4,97,11
CCOc1ccc(N2C(=O)C3C(c4ccccc4)=NN(c4ccccc4)C3C2=O)cc1 (configuration not stated),-1,-8,-27,-5,3,2.8,-3,108,-1
COc1cc(NC(=O)NCCN2CCN(c3ccccc3)CC2)cc(OC)c1OC,-1,20,-4,1,-19,1.2,-8,98,-2
CCN(CC)C(=O)Cn1cc(C(=O)C(=O)NCc2cccnc2)c2ccccc21,-2,34,0,0,-8,-0.8,-1,99,4
O=C(CSCc1c(Cl)cccc1Cl)Nc1ccc2c(c1)OCO2,3,7,33,-4,12,0.0,-5,101,4
CCOc1ccc(CC2c3cc(OCC)c(OCC)cc3CCN2C(=O)c2cc(OC)c(OC)c(OC)c2)cc1OCC (configuration not stated),-5,34,30,5,-8,0.9,-5,97,-1
O=C(c1ccc(Cl)cc1)C1CCCN(Cc2cccn2-c2ccccn2)C1 (configuration not stated),0,35,-25,-7,-19,0.1,-6,114,-2
Cc1cc(C)cc(NC(=O)C(=O)NCC2CCCN2S(=O)(=O)c2cccs2)c1 (configuration not stated),1,·,-5,-2,·,1.6,-4,·,1
Cc1onc(-c2ccccc2)c1C(=O)c1c[nH]c(C(=O)NCCCN2CCOCC2)c1,0,0,-7,8,1,2.0,-3,99,4
O=C(Cn1cnc2c(nnn2-c2cccc(Cl)c2)c1=O)N1CCOCC1,-2,16,20,-2,3,-5.2,·,101,6
O=C(NCCCN1CCCC1)C1CCC(=O)N1C1CCCCC1 (configuration not stated),0,13,7,-2,2,0.1,-2,99,2
O=C(O)CSCC(=O)Nc1ccc(S(=O)(=O)N2CCCCC2)cc1,7,7,13,14,7,-1.2,1,104,-4
CCOC(=O)c1c(S(=O)(=O)NCC(=O)NCc2ccccc2Cl)c(C)n(C)c1C,1,62*,-19,-7,8,-0.5,6,99,3
Cc1ccc(/C=N/n2c(COc3ccccc3)n[nH]c2=S)o1,-2,-41,-10,10,6,-0.5,0,87,2
